Tb PFK block = blocks T. brucei phosphofructokinase; O15648; T. brucei PFK, ADP-Glo luminescence; Potency, µM (series often up to 57.5 µM), without a hit: at the highest dose activity, negative = inhibition, actives largely listed as inhibitors; 330,000 tested, 0.17% active;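 further: potency means the concentration at half of the fitted maximal effect; 0% = uninhibited 1x PFK enzyme wells and -100% = no-enzyme wells; nearly all actives have a fitted effect of over 60% in size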
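PFK 1.25 nM, F6P 0.5 mM, ATP 0.1 mM, 0.1 M TEA pH 8.0, 5 mM MgCl2, 0.01% Tween20, 0.1% BSA; 45 min RT. ADP-Glo readout. qHTS titration up to 57 uM; curves fitted, compounds curve-classed.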
GALK inh = galactokinase (human) inhibition. P51570. Purified GALK, Kinase-Glo residual ATP luminescence. Potency, µM (series often up to 57.5 µM), for inactives: at the highest dose activity change, negative = inhibition, actives largely listed as inhibitors. 270,000 tested, 0.007% active. AID 1868; further: potency means the concentration at half of the fitted maximal effect; on the % scale 0 is the no-effect control and ±100 the full control effect
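Quantitative HTS: GALK 5 nM, ATP 35 uM, galactose 100 uM, 1 h room temperature, then luciferase-based ATP detection.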
Giardia kill = Giardia lamblia killing. Giardia lamblia trophozoite viability. activity change, % at 7.66 µM, hits read low. 340,000 tested, 0.15% active; in the data active means activity change below about -80%; inconclusive means between about -30% and that limit;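 further: parasites exposed to compound for two days anaerobically before the ATP read; on the % scale 0 is the no-effect control and ±100 the full control effect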
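Anaerobic 48 hrs incubation at 37 deg C of 100 trophozoites/well with test compounds; ATPLite 1-Step luminescence, 15-30 min RT, reports cellular ATP as viability.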
KCNH2 WT inh = inhibitors of human wildtype KCNH2 potassium channel; activity change, % at 1.84 µM; Q12809; 340,000 tested, 0.37% active; U2OS, BacMam KCNH2, thallium flux FluxOr; hits give low values;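 active means maximum activity change below -70%; inconclusive means maximum activity change between -70% and -50%; inactive means maximum activity change above -50%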; further: on the % scale 0 is the no-effect control and ±100 the full control effect
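U2OS cells transduced with wild-type KCNH2 virus are loaded with FluxOr dye for 45 min, and thallium flux is measured in kinetic reads before and after stimulation buffer. Rate constants are normalized to DMSO controls.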
Chronic BCR inh = chronic active BCR signaling inhibition; ABC-DLBCL IkBa-CBG/CBR reporter, luminescence ratio, 4 h; Potency, µM (doses to about 46.1 µM), inactives show at the top dose ratio change, negative = lower green/red ratio, actives largely listed as inhibitors; 340,000 tested, 0.05% active; AID 493014; active means well fitted inhibition curve with a large enough effect in the signal ratio, with a control signal flat, not every such curve was filed as active; inconclusive means small, poorly fitted or top-dose-only effect, or effect the other way, or a change in a side signal; the % refers to the signal ratio;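 further: potency means the concentration at half of the fitted maximal effect; plate controls were basal doxycycline-induced cells for no effect and cells given 10 µM MG132 for full effect; MG132 reads +100%, hits lower the ratio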
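Doxycycline induced both beetle luciferases in TMD8 lymphoma cells; IKK-driven degradation limits the IkappaBalpha-fused green signal, while red luminescence normalises for cell number and nonspecific effects. Compounds tested up to 46 uM, 4 hrs.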
CXXC DNA block = blocks binding of human MLL CXXC domain to DNA; MLL-CXXC / FITC-HOXA9 DNA fluorescence polarization; Potency, µM (titrated, usually from 115 µM), for the others: top-dose activity change, negative = inhibition, most hits filed as inhibitors; AID 2662; Q03164; 290,000 tested, 0.037% active; active means well fitted inhibition curve with a large enough effect in the polarisation, with a control signal flat, not every such curve was filed as active; inconclusive means small, poorly fitted or top-dose-only effect, or effect the other way, or a change in a side signal; inactive means no such curve, though single readings can be large or run the other way; the % refers to the polarisation; further: potency means the concentration at half of the fitted maximal effect
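Purified MLL-CXXC (added from a 7 uM solution) was preincubated 5 min at ambient with pinned compounds in 50 mM Tris-HCl pH 7.5, 50 mM NaCl, 1 mM DTT, 0.05% BSA. Fluorescein-labeled HOX-A9 DNA (50 nM solution) followed, 30 min, then polarization read.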
TSHR antag = human thyrotropin receptor antagonism | P16473 | TSHR-expressing cells, TSH-stimulated cAMP HTRF, 2 h; hits give low values | activity change, negative = inhibition, % at 11.5 µM | 330,000 tested, 0.2% active | AID 504810;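 active means activity change below a set negative limit, meaning inhibition stronger than a set level, cut at about -70% in these data; inconclusive means activity change between two set negative limits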; further: on the % scale 0 is the no-effect control and ±100 the full control effect
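Antagonism was scored as loss of TSH-driven cAMP in TSHR cells, stimulated with 4nM TSH (EC80) for 2 hours at 37 deg C and detected by homogeneous HTRF competition immunoassay.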
A-T KAP1 phos = candidate therapy for ataxia-telangiectasia. 320,000 tested, 0.19% active. Potency, µM (titrated, usually from 57.5 µM), for inactives: top-dose activation, actives largely listed as activators. […] A-T fibroblasts, KAP-1 phosphorylation AlphaLISA; neocarzinostatin DNA damage 30 min before lysis; further: potency means the concentration at half of the fitted maximal effect; % of control where 0% means no effect; nearly all actives have a fitted effect of over 45% in size
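hTERT-immortalized A-T patient fibroblasts ([…]), 500 cells/well in OPTI-MEM, 1% FBS, got compounds for 60 min, then NCS for 30 min at 37C. Lysates were then assayed for phospho-KAP-1 by AlphaLISA (anti-pKAP1 donor, anti-KAP1 acceptor beads), 6 hr at 25C.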
FBPA coupling cs = inhibits coupling enzyme system, counter-screen for aldolase hits; 290,000 tested, 0.67% active; AID 2472; activity change, negative = inhibition, % at 58.2 µM, hits read low; coupling enzyme system counterscreen, AmpLite Red fluorescence; in the data active means activity change below about -30%; further: on the % scale 0 is the no-effect control and ±100 the full control effect
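First, compound is pin-transferred into glyceraldehyde-3-phosphate coupling-enzyme reagent at 57.5 uM final and held 10 min at RT. Next, substrate, coupling system and AmpLite Red are added. After 20 min RT, fluorescence (525/598 nm) is read.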
TCR activator = T cell receptor activation. primary human leukocytes, anti-CD3, IL-2 HTRF, 48 h. Potency, µM (doses to about 9.22 µM), for inactives: at the highest dose activation of IL-2 secretion, actives largely listed as activators. 330,000 tested, under 10 active. AID 504894; further: % of control where 0% means no effect
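1) Mix primary human leukocytes, a-CD3 beads and compound. 2) Incubate 48 hr. 3) Add HTRF IL-2 reagents (a-IL-2-K, a-IL-2-d2).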
The depositor's hits bear a star; ? = inconclusive; · = no result given; [ ] = dose if it differs, or a comment. Unless noted, the call rests on the fitted dose curve; in most records, active means well fitted curve in the direction sought with a large enough effect; inconclusive means small, poorly fitted or top-dose-only effect, or another doubt; inactive means no such curve, though single readings can be large; an effect the other way counts as inactive or inconclusive.

Molecule	Tb PFK block	GALK inh	Giardia kill	KCNH2 WT inh	Chronic BCR inh	CXXC DNA block	TSHR antag	A-T KAP1 phos	FBPA coupling cs	TCR activator
c1ccc(Cn2nnnc2CN2CCN(c3ncccn3)CC2)cc1	-9.7%	-3.2%	6.9	1.7	0.4%	-4.6%	14.7	-16.9%	3.8	-1.6%
Cc1cc(NNC(=O)Nc2cccc(Cl)c2)nc2c1c(C)nn2C	-25.0%	2.9%	·	·	8.4%	1.4%	-10.4	-3.4%	-1.3	·
O=C(O)CSC1CC(=O)N(c2ccc(Cl)c(Cl)c2)C1=O (stereo not drawn)	-0.2%	0.0%	0.0	14.7	?	7.7%	-4.5	1.3%	6.4	-7.8%
CCCn1c(=O)c(C(=O)N/N=C/c2ccccc2F)c(O)c2ccccc21	-13.8%	5.3%	14.0	-8.8	?	-1.6%	-0.7	-5.0%	1.3	-6.8%
N#C/C(=C\N1CCOCC1)c1ccccc1	-1.5%	-2.5%	-2.0	-5.9	0.0%	12.4%	22.9	-1.6%	5.0	4.1%
CN(Cc1ccccc1)C(=S)Nc1ccc(OC(F)F)cc1	0.3%	-2.4%	3.1	-6.6	4.0%	-1.6%	1.4	6.0%	-0.9	1.5%[46.1 µM]
Cc1cccc(NC(=O)CN2C(=O)N/C(=C/c3cc(C)n(-c4ccncc4)c3C)C2=O)c1	1.0%	·	-2.0	-15.7	-2.4%	6.7%	0.6	-0.5%	-0.6	2.0%[46.1 µM]
C=CCn1c(-c2cccs2)nc2nc3ccccc3nc21	-0.4%	-1.3%	-21.8	-4.4	0.5%	2.1%	-3.3	5.9%	-2.7	-5.2%
COc1cccc(N2CCN(C(=O)c3c(C)nn(-c4ccccc4)c3C)CC2)c1	-5.2%	4.1%	-0.9	0.6	?	?	2.7	6.3%	-4.3	-0.6%
O=C(c1ccc2c(c1)OCCO2)N1CCCC(CNS(=O)(=O)c2cccs2)C1 (stereo not drawn)	-3.8%	6.2%	-21.3	14.3	-28.6%	0.5%	4.5	1.3%	0.1	3.7%
CCN1CCN(c2ccc(S(=O)(=O)N3CCOCC3)cc2NC(=O)C(C)Oc2cccc(Cl)c2)CC1 (stereo not drawn)	1.5%	·	20.1	5.3	-2.2%	·	13.1	0.7%	·	1.2%
C#CCNC(=O)C1=C[C@H](C2CCCCC2)C[C@H](OCCCCO)O1	-6.0%	-0.2%	-4.7	13.5	?	?	0.3	-7.4%	-5.9	-1.7%
Cc1cc(C)c2c(n1)SCC(=O)N2CC(=O)Nc1ccccc1Cl	0.5%	·	7.5	2.3	-20.0%	·	-3.7	2.7%	-1.3	-4.3%
O=C(Nc1cccc(C(=O)NC2CCCC2)c1)c1ccccc1	0.1%	-8.3%	9.5	-0.6	-1.4%	5.4%	9.6	-3.3%	1.1	-5.8%
CCOc1ccc2[nH]c(=O)c(CN(CCO)C(=O)c3ccc(OC)c(OC)c3)cc2c1	5.9%	0.1%	-0.4	23.6	2.8%	15.1%	1.2	2.0%	-1.8	2.4%
CCCC1CC(CSc2ncn[nH]2)OC1=O (stereo not drawn)	0.4%	·	0.0	1.9	-2.2%	-1.6%	6.6	-0.7%	0.7	-2.8%[46.1 µM]
COc1ccc(CCN=C(NS(=O)(=O)c2ccccc2)c2ccccc2)cc1OC	-0.2%	-1.1%	-22.0	-4.6	-4.0%	-15.2%	-11.6	0.0%	2.5	2.6%
COc1ccc(NC(=O)CSc2nnc(-c3cccnc3)n2C)cc1	0.1%	1.0%	8.3	-21.1	-15.5%	4.2%	1.2	14.0%	-0.8	-0.2%
COc1ccccc1C(=O)n1nc(-c2cccnc2)nc1NCc1ccccc1	-1.8%	7.8%	-20.2	-1.3	?	-2.3%	-7.1	1.1%	1.6	-6.7%
CC(=O)c1ccc(N2CCN(CC(O)c3ccccc3)CC2)cc1 (stereo not drawn)	-5.6%	0.7%	-6.4	3.4	-0.1%	47.9%[activator]	-9.0	2.8%	4.0	10.6%
COc1ccccc1CNC(=O)CN1C(=O)NC2(CCCc3sccc32)C1=O (stereo not drawn)	1.8%	·	-2.7	-236.3*	-15.1%	·	238.8	-1.8%	·	·
Cc1nc2c(=O)n(-c3cccc(C(F)(F)F)c3)nc(C)c2s1	-2.5%	1.1%	16.8	0.2	9.3%	1.6%	13.5	-6.0%	0.8	1.0%
CS(=O)(=O)N(CC(=O)N1CCN(C(c2ccccc2)c2ccccc2)CC1)C1CCCCC1	-0.1%	-0.9%	-12.7	-8.5	10.4%	-3.4%	-5.3	1.8%	6.2	1.3%
O=C(CSc1nc2[nH]ncc2c(=O)[nH]1)Nc1ccccc1F	-1.8%	·	10.6	-1.3	6.7%	·	6.9	-3.4%	·	-0.2%
CCn1cc(NC(=O)CCl)c(C)n1	3.0%	-0.1%	·	·	?	-3.9%	-6.9	1.9%[11.5 µM]	-0.1	·
NS(=O)(=O)c1cccc(NC(=O)COC(=O)CCN2C(=O)c3ccccc3C2=O)c1	-0.7%	·	-8.8	-4.4	6.4%	·	-21.0	-0.6%	·	-1.7%
CCCC1(C(=O)OC)NC(c2ccco2)C2C(=O)N(C)C(=O)C21 (stereo not drawn)	0.9%	2.1%	-8.2	2.2	5.7%	-10.2%	-3.2	7.6%	3.0	7.9%
CCN(C[C@H]1N[C@@](CC)(C(=O)OC)[C@H]2C(=O)N(Cc3ccccc3)C(=O)[C@@H]12)C(=O)NC(C)C	0.9%	·	3.1	2.9	1.6%	·	-6.8	6.2%	·	-7.0%
CCSc1nnc(NC(=O)CSc2nnc(-c3c[nH]c4ccccc34)n2CC)s1	-5.7%	-0.5%	-16.6	-13.6	9.0%	-4.8%	-7.4	7.3%	0.5	-2.5%
COc1nc(NCCN2CCOCC2)nc(Nc2ccc([N+](=O)[O-])cc2)n1	-2.3%	-3.6%	-11.3	13.9	?	1.3%	-2.8	-0.7%	0.6	1.1%
Cc1cccc(NC(=O)C2CC(=O)n3ncnc3N2)c1 (stereo not drawn)	1.1%	3.6%	-8.1	3.6	-2.8%	3.7%	-4.6	-1.1%	3.1	-0.2%
COc1cccc(-c2cc(C(=O)Nc3c(C)n(C)n(-c4ccccc4)c3=O)no2)c1	2.8%	-1.0%	1.8	-18.9	9.8%	10.1%	4.6	-2.1%	0.6	-12.2%
O=C(Cn1ccc(C(F)(F)F)n1)NNC(=O)c1cccnc1	1.1%	-1.4%	-3.7	-2.5	0.2%	13.2%	14.9	5.9%	·	-0.2%
Cc1cccc(N2C(=O)C(Oc3ccc(Cl)cc3Cl)C2C=O)c1C (stereo not drawn)	-0.1%	0.0%	-12.6	13.1	?	1.3%	-2.1	7.7%	-0.7	-1.6%[46.1 µM]
O=C(CCc1nc(-c2ccccc2Cl)no1)Nc1cccnc1	0.0%	5.6%	11.8	8.5	2.9%	-0.9%	4.5	2.7%	1.3	-2.6%
COC(=O)CC1COc2ccccc2N1C(=O)c1cccc(C(F)(F)F)c1 (stereo not drawn)	-0.2%	-1.1%	26.5	-16.0	-4.3%	6.5%	-5.3	-0.3%	-3.4	3.7%
CCC1CCCCN1CCNC(=O)CCS(=O)(=O)c1ccc(Br)cc1 (stereo not drawn)	0.0%	-1.2%	3.9	12.7	6.3%	4.3%	25.8	11.0%	2.1	-5.5%[46.1 µM]
O=C(c1ccc(Cl)cc1)N1C2C=CC(C2)C1(C(F)(F)F)C(F)(F)F (stereo not drawn)	-7.1%	·	-13.5	-22.3	?	-8.1%	23.3	1.6%	-1.3	·
O=C(Nc1ccc(Cl)cc1Cl)NC1CCN(S(=O)(=O)c2ccc(F)cc2)CC1	-0.7%	5.6%	10.4	-4.3	-1.6%	3.4%	-1.9	11.2%	0.4	7.4%
Cc1ccc(C2CC(C(F)(F)F)n3nc(C(=O)NCc4ccco4)cc3N2)cc1 (stereo not drawn)	-3.3%	0.1%	-0.7	-5.6	-3.9%	5.1%	2.4	1.6%	0.5	-1.2%
O=C(CN1CCOCC1)N/N=C/c1ccc(-c2ccc(C(=O)O)cc2)o1	3.5%	·	10.1	12.4	?	-4.0%	22.4	-1.5%	-0.4	1.5%
Nc1nnc(CSCc2ccccc2Cl)s1	0.0%	-1.5%	10.7	-1.3	-10.2%	-9.8%	-33.1	3.9%	-1.1	-1.7%
CCn1cc(Cl)c(C(=O)Nc2cc(C(=O)OC)cc(C(=O)OC)c2)n1	-3.0%	0.7%	-5.4	2.8	-2.0%	-15.6%	-3.2	7.0%	0.9	·
